FEN1 inhibitor = blocks human flap endonuclease 1 | P39748 | Recombinant FEN1 flap cleavage, fluorescence, 15 min | Potency, µM (highest dose often 114 µM), for inactives: at the highest dose activity change, negative = inhibition, most hits filed as inhibitors | 390,000 tested, 0.35% active; also: nearly all actives have a fitted effect of over 65% in size
Target sequence (P39748 whole entry, looked up): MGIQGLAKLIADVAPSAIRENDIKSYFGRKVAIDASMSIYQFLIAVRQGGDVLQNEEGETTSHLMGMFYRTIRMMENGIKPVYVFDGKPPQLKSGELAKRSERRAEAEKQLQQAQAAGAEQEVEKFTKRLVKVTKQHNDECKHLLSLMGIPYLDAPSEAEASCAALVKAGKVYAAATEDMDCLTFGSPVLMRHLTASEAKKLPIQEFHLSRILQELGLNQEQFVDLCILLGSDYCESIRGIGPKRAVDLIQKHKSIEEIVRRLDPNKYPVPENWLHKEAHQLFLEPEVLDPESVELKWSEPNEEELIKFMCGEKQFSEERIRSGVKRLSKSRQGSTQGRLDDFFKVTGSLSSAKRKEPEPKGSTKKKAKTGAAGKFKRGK
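FEN1 at 10 nM preincubated with compounds 15 min at room temperature, then flap DNA substrate added at 50 nM final. Signal read at 0 and 15 min; concentration-response fitted with four-parameter Hill equation.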
N370S GC mod = N370S glucocerebrosidase modulation, Gaucher chaperone candidate | 330,000 tested, 0.092% active | Potency, µM (top dose mostly 59.4 µM), inactives show at the top dose activity change, negative = inhibition, most hits filed as inhibitors | N370S GC spleen homogenate, 4MU-glucoside fluorescence;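 also: 0% = full enzyme activity and -100% = no enzyme basal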
TDP1 inh = blocks human tyrosyl-DNA phosphodiesterase 1; Potency, µM (doses to about 130 µM), for the others: at the highest dose activity change, negative = inhibition, usual class: inhibitors; 350,000 tested, 0.28% active; recombinant TDP1, AlphaScreen DNA substrate cleavage; also: nearly all actives have a fitted effect of over 40% in size
Target sequence (Q9NUW8 whole entry, looked up): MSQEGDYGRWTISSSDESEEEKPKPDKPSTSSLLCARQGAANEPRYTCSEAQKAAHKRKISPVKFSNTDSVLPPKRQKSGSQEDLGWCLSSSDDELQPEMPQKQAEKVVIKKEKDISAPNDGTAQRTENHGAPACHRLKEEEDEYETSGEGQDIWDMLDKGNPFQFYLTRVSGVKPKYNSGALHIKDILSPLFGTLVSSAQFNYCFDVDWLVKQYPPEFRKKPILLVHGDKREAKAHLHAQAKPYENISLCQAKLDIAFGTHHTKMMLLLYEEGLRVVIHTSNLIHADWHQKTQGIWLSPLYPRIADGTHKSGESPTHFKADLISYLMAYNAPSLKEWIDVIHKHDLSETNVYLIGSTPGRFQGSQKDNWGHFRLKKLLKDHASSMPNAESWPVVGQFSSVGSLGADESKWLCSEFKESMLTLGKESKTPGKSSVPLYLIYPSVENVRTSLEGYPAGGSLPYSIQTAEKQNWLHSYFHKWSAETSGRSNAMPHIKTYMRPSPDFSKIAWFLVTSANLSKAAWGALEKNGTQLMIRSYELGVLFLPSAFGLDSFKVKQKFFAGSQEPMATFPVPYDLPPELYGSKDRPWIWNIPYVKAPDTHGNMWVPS
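Compounds were preincubated with Tdp1 (1 nM final) for 15 min at room temperature before substrate (15 nM final) started a 5 min reaction; beads (10 ug/ml final) were then added for 10 min before AlphaScreen detection.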
* = called active by the depositor; ? = inconclusive; . = not tested or not shown; [ ] = another dose, or the depositor's remark. Calls follow the shape of the dose curve; as a rule, active = well fitted curve in the direction sought with a large enough effect; inconclusive = small, poorly fitted or top-dose-only effect, or another doubt; inactive = no such curve, though single readings can be large; an effect the other way counts as inactive or inconclusive. Unless noted, % is scaled to controls: 0 for no effect and ±100 for the full control effect; potency is read from the fitted curve at half-maximal effect. Not a hit list (roughly 0.53% active in at least one column).

SMILES	FEN1 inhibitor	N370S GC mod	TDP1 inh
Cc1ccc(S(=O)(=O)N[C@H](C(=O)NC2CCC(C)CC2)C(C)C)cc1 (stereo not given in full)	16%	.	1%
CC(C)(C)c1ccc(S(=O)(=O)Nc2noc3ccccc23)cc1	17%	-6%	.
Cc1cccc(NC(=O)c2nc[nH]c2C(=O)NCCN(CCNC(=O)c2[nH]cnc2C(=O)Nc2cccc(C)c2)CCNC(=O)c2[nH]cnc2C(=O)Nc2cccc(C)c2)c1	-11%	.	0%
CC(=O)C1=C(C)NC(SCC(=O)c2cc(Cl)ccc2Cl)=C(C#N)C1c1ccco1 (stereo not given)	-15%	?	-2%
O=C(N/N=C/c1ccccn1)c1cc(-c2cccc3ccccc23)n[nH]1	-6%	5%	8%
NS(=O)(=O)c1ccc(NC(=S)NCCc2ccccc2)cc1	-16%	1%	-6%
Cc1ccc(S(=O)(=O)Nc2cccc(-c3ccc(N4CCC(C)CC4)nn3)c2)s1	3%	.	1%
CC(C)c1ccc(OCC(=O)Nc2c3c(nn2C(C)(C)C)CS(=O)(=O)C3)cc1	0%	-15%	.
CCOc1cc(NS(=O)(=O)c2ccc(OC)cc2)c(OCC)cc1NC(C)=O	1%	5%	4%
Cc1nc(N2CCOCC2)c2c(C(=O)N3CCN(c4ccc(Cl)cc4)CC3)c(C)oc2n1	-7%	.	1%
COC(=O)CNC(=O)COC(=O)c1cc(Cl)cc(Cl)c1N	-13%	7%	-2%
CN(Cc1ccc(Cl)c(Cl)c1)C(=O)C1CSC2(C)CCC(=O)N12 (stereo not given)	10%	.	1%
Nc1cc(N)nc(SCc2nnnn2-c2ccc(Cl)cc2)n1	4%	8%	1%
CC(C)Nc1nc(NC2CCCC2)nc(N2CCOCC2)n1	-7%	-13%	1%
O=C(NCc1cccnc1)C(=O)NCC1OCCCN1S(=O)(=O)c1ccc(F)cc1 (stereo not given)	-1%	-2%	1%
Cc1ccccc1CN(c1ccc(C(N)=O)cc1)S(C)(=O)=O	0%	-1%	4%
COc1cc(Br)c(/C=C(\C#N)c2nc3ccccc3[nH]2)cc1OC	14%	.	1%[12.3 µM]
CSC(SC)=C(C(C)=O)C(=O)c1ccc(C)cc1	-1%	10%	0%
NS(=O)(=O)c1ccc(CCNC(=O)C2CCCN(S(=O)(=O)c3cccnc3)C2)cc1 (stereo not given)	22%	2%	0%
Cc1cccc(C)c1NC(=O)COc1cccc(/C=N/NC(=O)C(=O)NCc2ccccc2)c1	8%	3%	1%
O=C(N/N=C/c1ccc2c(c1)OCO2)c1cc(-c2ccccc2)nc2ccccc12	-10%	9%	1%
CC(C)c1ccc(NC(=O)N2CCN(c3ccc(Cl)c(Cl)c3)CC2)cc1	-15%	.	-1%
COc1ccc(NC(=O)c2cnc(SCC(=O)NCCc3ccccc3)n(C)c2=O)cc1	2%	5%	.
Cc1cccc(N2C(=O)CC(Cn3nc(C)cc3C)C2=O)c1 (stereo not given)	-4%	25%	-1%
O=C(CSc1nc2ccc(Nc3nc(N4CCOCC4)nc(N4CCOCC4)n3)cc2s1)NCc1ccco1	2%	0%	7%

Entries of single compounds from above. Order of values: FEN1 inhibitor	N370S GC mod	TDP1 inh
Listed for CC(C)(C)c1ccc(S(=O)(=O)Nc2noc3ccccc23)cc1 → 17%	-6%	.
Listed for O=C(N/N=C/c1ccc2c(c1)OCO2)c1cc(-c2ccccc2)nc2ccccc12 → -10%	9%	1%
Listed for O=C(N/N=C/c1ccccn1)c1cc(-c2cccc3ccccc23)n[nH]1 → -6%	5%	8%
Listed for Cc1cccc(N2C(=O)CC(Cn3nc(C)cc3C)C2=O)c1 (stereo not given) → -4%	25%	-1%

Additional structures
SMILES	FEN1 inhibitor	N370S GC mod	TDP1 inh
O=C(O)c1nn(-c2ccc(F)cc2)ccc1=O	-8%	-4%	.
O=C(CNC(=O)C1CCCCC1)OCC(=O)c1ccc(Cl)s1	7%	1%	5%
COc1ccc(C2CC(=O)Nc3c2c(=O)[nH]c2nc4ccccc4n32)cc1 (stereo not given)	15%	.	7%
O=C(Nc1ccc(-c2cn3c(n2)SCC3)cc1)c1ccc2ccccc2n1	-3%	-10%	2%
Cn1cc(/C=C(\NC(=O)c2ccccc2Cl)C(=O)N2CCOCC2)c2ccccc21	-19%	-14%	1%
Cc1ccc(CNc2ncnc3c2c(-c2ccccc2)cn3-c2cccc(Cl)c2)cc1	-8%	.	5%
COc1ccc(S(=O)(=O)CCC(=O)N2CCN(c3ccccc3F)CC2)cc1	13%	3%	-3%
O=[N+]([O-])c1ccccc1S(=O)(=O)N1CCCC(C(F)(F)F)C1 (stereo not given)	1%	-1%	2%
O=C(c1cc2nc(C3CC3)cc(C(F)F)n2n1)N1CCOCC1	-4%	11%	5%
Cn1ccnc1C1CCCCN1Cc1nc(-c2ccc3c(c2)OCO3)no1 (stereo not given)	-7%	7%	3%
CC(C)CC(=O)N1CCN(Cc2ccccc2[N+](=O)[O-])CC1	3%	-2%	?
Cc1oc(-c2cccc(Cl)c2)nc1CN1CCC(C(=O)NC(C)C)CC1	-4%	.	5%
O=[N+]([O-])c1ccc(-c2csc(N3CCCCCC3)n2)cc1	0%	4%	.
CCNC(=O)c1ccc(-n2nc(C(F)(F)F)c3c2CCCC3)cc1	5%	4%	3%
CC1(C)CC2CC(C)(CN2C(=S)Nc2ccccc2)C1 (stereo not given)	4%	1%	2%
COc1ccccc1NC(=O)C(=O)N/N=C/c1ccc([N+](=O)[O-])s1	-5%	5%	-3%
O=C(Cc1cc(=O)[nH][nH]1)N/N=C/c1ccccc1Cl	3%	15%	-3%
O=C(Nc1ccc(F)cc1F)c1cc2ncc(Br)cn2n1	.	6%	-13%
CC/C(=N\NC(=O)c1ccncc1)C12CC3CC(CC(C3)C1)C2	-1%	12%	2%
Cc1ccccc1CN1c2ccccc2-c2nc(SCC(=O)Nc3cc(F)ccc3F)ncc2S1(=O)=O	14%	.	3%
CCCCNC(=O)CCCn1c(=O)c2ccccc2n(CC(=O)Nc2ccccc2OCC)c1=O	-5%	.	4%
CCOc1ccc(/C(CC)=N/NC(=O)C2(C)CC2(Br)Br)cc1 (stereo not given)	13%	12%	3%
CCOC(=O)C(Sc1ncn[nH]1)c1ccccc1 (stereo not given)	3%	3%	-2%
Cc1nc(NC(=O)COc2ccccc2)sc1C(=O)Nc1cccc(Cl)c1	16%	-25%	2%
O=C(c1cc(-c2ccc(Br)cc2)on1)N1CCOCC1	1%	-1%	13%

Going on with the list.
SMILES	FEN1 inhibitor	N370S GC mod	TDP1 inh
CC[C@H](C)[C@H](NC(=O)[C@H](CC(=O)O)NC(=O)[C@H](CC(C)C)NC(=O)[C@H](NC(C)=O)C(c1ccccc1)c1ccccc1)C(=O)N[C@H](C(=O)N[C@@H](Cc1c[nH]c2ccccc12)C(=O)O)[C@@H](C)CC	.	2%	8%
CC1CCC(NC(=O)COC(=O)CNC(=O)c2ccc3ccccc3c2)CC1 (stereo not given)	-14%	.	-1%
Cc1cc(C)c2c(c1)C1(OCCO1)C(=O)N2	-4%	7%	.
O=C(NCCc1c[nH]c2ccccc12)C(=O)NCC1OCCN1S(=O)(=O)c1ccccc1 (stereo not given)	2%	2%	5%
CCOc1cc(NC(=S)NCC2CCCO2)c(OCC)cc1NC(=O)CC (stereo not given)	-11%	3%	-2%
Cc1ccc(C(=O)c2c(NC(=O)c3ccccc3)sc(C)c2C)cc1	-14%	9%	9%
COc1ccc(/C=N/NS(=O)(=O)c2ccc(NC(C)=O)cc2)cc1	9%	-2%	.
NS(=O)(=O)c1ccc(NC(=O)Cc2cccs2)cc1	-8%	-3%	.
O=C1N/C(=N/c2ccccn2)SC1Cc1ccccc1 (stereo not given)	-2%	3%	3%
COc1ccc(-c2nc(C)c(CCNC(=O)c3ccccc3Br)s2)cc1OC	-20%	.	3%
CCOc1ccc(NC(=O)CC2C(=O)N(c3ccc(C)cc3)C(=O)N2CCC2=CCCCC2)cc1 (stereo not given)	13%	.	6%
Cc1cc(O)ccc1NC(=S)NC(=O)c1cncc(Br)c1	16%	-1%	.
COc1ccc(CC(=O)Nc2nc(C)cs2)cc1S(=O)(=O)N1CCOCC1	38%[activator]	.	0%[56.1 µM]
O=c1c2oc3ccccc3c2[nH]c(=S)n1-c1ccc(F)cc1	9%	8%	7%
COc1ccc(CN2CC(C(=O)NCCCOC(C)C)CC2=O)cc1 (stereo not given)	0%	8%	-2%
CC(C)NC(=O)C(=O)N/N=C/c1ccco1	3%	19%	-11%
CCCOc1cccc(C(=O)Nc2ccc(-c3cc4ccccc4oc3=O)c(C)c2)c1	0%	.	-10%[12.3 µM]
O=P(CO)(Cc1ccccc1)Cc1ccccc1	-5%	-5%	4%
COc1cccc([C@@H]2CC=C(C(=O)O)[C@H](c3cccc(Cl)c3)N2S(=O)(=O)c2ccc(C)cc2)c1	14%	-8%	7%
Cc1ccc(OCCNC(=O)CCNC(=O)c2ccc(Cl)cc2)cc1	-2%	.	0%
CCCCN1C(=O)C(O)(c2c(C)[nH]c3ccccc23)c2cc(Br)ccc21 (stereo not given)	?	.	7%
COC(=O)c1ccc(NC(=S)NN2CCCCC2c2cccnc2)cc1 (stereo not given)	-5%	-19%	-3%
CCOc1ccc2nc(NC(=S)N(C)C)sc2c1	-2%	-1%	8%
Cc1csc(N/N=C/c2c(F)cccc2Cl)n1	-2%	-4%	.
Nc1nc(CSCCO)nc(Nc2ccc(F)cc2)n1	-13%	-4%	5%

The results go on.
SMILES	FEN1 inhibitor	N370S GC mod	TDP1 inh
Cc1cccc(C)c1OCc1cc(C(=O)NCC2COCCO2)no1 (stereo not given)	26%	0%	2%
C[N+](C)(C)CCOP(=O)(O)OP(=O)([O-])OC[C@H]1O[C@@H](n2ccc(N)nc2=O)[C@H](O)[C@@H]1O	-5%	-6%	4%
COc1ccc2nc(SC(C(=O)c3ccccc3)c3ccccc3)nc(C)c2c1 (stereo not given)	-2%	20%	-3%
CC12CN3CC(=O)N4CC5(C)CN(CC(C)(C4)C5=O)C(=O)CN(C1)CC(C)(C3)C2=O	-6%	0%	1%
Cn1c(NC(=O)c2ccccc2)nc2ccccc21	-3%	-1%	.
COc1ccc(CCC(=O)OCC(=O)c2ccc[nH]2)cc1OC	4%	.	0%
Clc1ccc(SCCN2CCNCC2)cc1	0%	-8%	3%
Clc1ccc(CN2CCC(Cc3ccccc3)CC2)cc1	-1%	13%	0%
COc1ccccc1C(=O)NNC(=O)C12CC3CC(CC(C3)C1)C2	14%	?	6%
CC1CCN(c2ccc(NC(=O)c3ccccc3[N+](=O)[O-])cc2)CC1	9%	-24%	11%
COC(=O)c1ccc(C)c(NC(=O)CCNC(=O)c2ccc([N+](=O)[O-])cc2)c1	7%	5%	0%
COc1ccc(NC(=O)COC(=O)c2cc3c(s2)CCC3)cc1	9%	.	14µM*
COC(=O)c1cccc(NC(=O)CN(c2ccc3c(c2)OCO3)S(C)(=O)=O)c1C	6%	11%	3%
CCN(CC)C(=O)c1sc2nc(-c3cccs3)cc(-c3cccs3)c2c1N	-15%	17%	3%
CCCCOC(=O)c1ccc(NC(=O)c2ocnc2C)cc1	-8%	-19%	5%
O=C(Nc1ccc2oc(-c3ccncc3)nc2c1)c1cccs1	?	25%	.
O=S(=O)(Nc1ccc(F)cc1)N1CCCCCC1	4%	5%	5%
COc1ccccc1N1CCN(C(=O)c2oc3ccccc3c2C)CC1	-11%	-7%	6%
Cc1c(CC(=O)O)c(=O)oc2c(C)c3occ(-c4ccccc4)c3cc12	3%	-15%	.
CCc1ccc(OCC2c3cc(OC)c(OC)cc3CCN2C(C)=O)cc1 (stereo not given)	-3%	-3%	2%
CC(C)CN(C1CCS(=O)(=O)C1)S(=O)(=O)c1ccc2ccccc2c1 (stereo not given)	-11%	-7%	0%
CCOc1ccc(OCCC(=O)Nc2cccc(S(=O)(=O)N3CCCC3)c2)cc1	-18%	1%	-7%
COc1ccccc1CNC(=O)CCCn1c(=O)c2ccccc2n(CC(=O)NC2CCCC2)c1=O	4%	7%	2%
COC(=O)[C@]1(CC(C)C)N[C@H](c2ccc(-c3ccc(OC)cc3)cc2)[C@@H]2C(=O)N(C)C(=O)[C@@H]21	-21%	-7%	0%
Cc1c(Cl)cccc1NC(=O)CNC(=O)c1ccc(F)cc1	8%	9%	-3%
Cc1cccc(/C=N/NC(=O)C[n+]2ccccc2)c1	-4%	0%	0%

A different layout for some results above:
FEN1 inhibitor,N370S GC mod,TDP1 inh,mol
4%,8%,1%,Nc1cc(N)nc(SCc2nnnn2-c2ccc(Cl)cc2)n1
-7%,-13%,1%,CC(C)Nc1nc(NC2CCCC2)nc(N2CCOCC2)n1
-1%,-2%,1%,O=C(NCc1cccnc1)C(=O)NCC1OCCCN1S(=O)(=O)c1ccc(F)cc1 (stereo not given)
0%,-1%,4%,Cc1ccccc1CN(c1ccc(C(N)=O)cc1)S(C)(=O)=O

Compound activity deposited in PubChem by National Center for Advancing Translational Sciences (NCATS).
